Screens (PubChem)
PKM2 activator: increases activity of human pyruvate kinase M2. actives 0.34% (n = 260,000). P14618. AID 1631. purified PKM2, Kinase-Glo ATP luminescence, activation; response scale: 0% is enzyme alone, no compound. Potency, µM (doses to about 57.5 µM), for the others: top-dose activation, actives largely listed as activators; also: potency is read from the fitted curve at half-maximal effect; % is scaled to controls: 0 for no effect and ±100 for the full control effect; nearly all actives have a fitted effect of over 55% in size
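Kinase-Glo luminescence reports ATP generated from ADP (0.1 mM) and PEP (0.5 mM) by purified hPK-M2 after 1 h at room temperature, pH 7.2 imidazole buffer; intermediate enzyme activity allows detecting inhibitors and activators.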
Menin-MLL TR inh: menin-MLL binding inhibition, Texas Red mutant peptide. O00255. Menin + Texas Red MLL mutant peptide, fluorescence polarization. Potency, µM (highest dose often 61.6 µM), without a hit: at the highest dose FP activity change, negative = inhibition, usual class: inhibitors. actives 0.23% (n = 270,000). AID 1768; active = well fitted inhibition curve with a large enough effect in the polarisation, with a control signal flat, not every such curve was filed as active; inconclusive = small, poorly fitted or top-dose-only effect, or effect the other way, or a change in a side signal; inactive = no such curve, though single readings can be large or run the other way; the % refers to the polarisation; also: potency is read from the fitted curve at half-maximal effect; % of control where 0% means no effect; many of its hits are not listed in these tables
B2AR arrestin: beta2AR (human) beta-arrestin recruitment activity | AID 492947 | beta-arrestin recruitment to beta2AR, cell-based reporter | Potency, µM (titrated, usually from 46.1 µM), for inactives: at the highest dose activation, hits mostly activators | actives 0.02% (n = 330,000);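 also: potency is read from the fitted curve at half-maximal effect; 0% = DMSO controls and full agonism = EC100 isoproterenol or metaproterenol; nearly all actives have a fitted effect of over 65% in size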
KCNH2 3.1 inh: inhibitors of human KCNH2 3.1 potassium channel isoform; activity change, % (tested at about 1.8 µM); actives 0.95% (n = 340,000); AID 720553; U2OS KCNH2 3.1, thallium flux FluxOr; stronger effect = lower value;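 active = maximum activity change below -70%; inconclusive = maximum activity change from -70% to -50%; inactive = maximum activity change above -50%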;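 also: thallium influx rate constant from kinetic fluorescence after stimulation buffer; % is scaled to controls: 0 for no effect and ±100 for the full control effect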
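Channel expression came from 3.1 mutant virus (1.77 x 10^8 /mL) applied to suspended U2OS cells for 4 h. Flux was tracked with FluxOr dye plus Red40 quencher, and kinetic rate constants normalized to controls.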
Giardia kill: kills Giardia lamblia; activity change, % at 7.66 µM, hits read low; Giardia lamblia trophozoite viability; AID 540267; actives 0.15% (n = 340,000); in the data active = activity change below about -80%; inconclusive = between about -30% and that limit;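 also: parasites exposed to compound for two days anaerobically before the ATP read; % is scaled to controls: 0 for no effect and ±100 for the full control effect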
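Trophozoite viability was measured as ATP-dependent luminescence, read 15-30 min after reagent addition. Before that, parasites at 100 cells/well were exposed to compounds for 48 h, anaerobically, at 37 deg C.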
hERG WT inh: inhibitors of human wildtype KCNH2 potassium channel. Q12809. U2OS, BacMam KCNH2, thallium flux FluxOr; stronger effect = lower value. activity change, % at 1.84 µM. actives 0.37% (n = 340,000). AID 720551;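 active = maximum activity change below -70%; inconclusive = maximum activity change between -70% and -50%; inactive = maximum activity change above -50%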; also: % is scaled to controls: 0 for no effect and ±100 for the full control effect
Target sequence (Q12809 whole entry, looked up): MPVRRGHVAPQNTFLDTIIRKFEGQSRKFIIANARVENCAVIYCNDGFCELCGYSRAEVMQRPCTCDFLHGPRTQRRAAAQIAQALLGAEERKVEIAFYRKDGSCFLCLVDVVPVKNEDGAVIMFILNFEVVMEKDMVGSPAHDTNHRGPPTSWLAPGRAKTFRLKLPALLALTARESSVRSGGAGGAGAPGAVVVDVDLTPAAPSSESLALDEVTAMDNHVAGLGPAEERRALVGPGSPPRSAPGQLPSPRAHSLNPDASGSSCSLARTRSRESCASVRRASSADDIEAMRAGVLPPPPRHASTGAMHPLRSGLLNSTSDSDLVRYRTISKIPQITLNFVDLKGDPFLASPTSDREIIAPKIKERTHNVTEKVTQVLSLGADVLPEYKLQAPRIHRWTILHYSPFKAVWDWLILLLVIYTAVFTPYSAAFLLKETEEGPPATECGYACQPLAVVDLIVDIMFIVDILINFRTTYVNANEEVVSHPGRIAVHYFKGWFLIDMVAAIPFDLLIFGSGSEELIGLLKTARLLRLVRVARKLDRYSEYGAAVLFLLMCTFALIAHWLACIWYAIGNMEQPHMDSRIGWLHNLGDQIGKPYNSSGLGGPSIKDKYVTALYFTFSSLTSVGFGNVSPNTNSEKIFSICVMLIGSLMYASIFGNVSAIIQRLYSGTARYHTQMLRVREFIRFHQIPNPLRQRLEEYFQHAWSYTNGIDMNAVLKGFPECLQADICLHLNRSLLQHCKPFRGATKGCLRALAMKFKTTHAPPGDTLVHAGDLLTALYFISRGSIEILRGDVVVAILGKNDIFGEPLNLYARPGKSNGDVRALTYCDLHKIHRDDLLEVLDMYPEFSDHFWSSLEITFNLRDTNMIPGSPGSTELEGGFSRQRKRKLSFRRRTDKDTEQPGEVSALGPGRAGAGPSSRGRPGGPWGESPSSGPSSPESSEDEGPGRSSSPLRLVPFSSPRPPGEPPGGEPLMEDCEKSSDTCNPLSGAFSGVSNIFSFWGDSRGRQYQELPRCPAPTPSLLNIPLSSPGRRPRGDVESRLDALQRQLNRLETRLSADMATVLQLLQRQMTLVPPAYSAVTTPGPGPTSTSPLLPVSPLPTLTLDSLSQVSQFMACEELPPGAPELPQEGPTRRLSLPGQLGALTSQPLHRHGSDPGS
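U2OS cells were transduced with wild-type KCNH2 virus (2.03 x 10^8 / mL) for 4 h at room temperature, then cultured overnight at 37 C. Thallium flux was read with FluxOr dye. Rate constants were normalized to DMSO controls.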
Coupling enz: counter-screen for Giardia aldolase inhibitors: coupling enzyme system. coupling enzyme system counterscreen, AmpLite Red fluorescence. activity change, negative = inhibition, % at 58.2 µM, hits read low. actives 0.67% (n = 290,000). AID 2472; in the data active = activity change below about -30%; also: % is scaled to controls: 0 for no effect and ±100 for the full control effect
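Fluorescence at 525 nm excitation and 598 nm emission measured inhibition of the coupled detection system without aldolase. Compounds (at 57.5 uM final) were preincubated 10 min at room temperature with coupling enzyme reagent before a 20 min substrate/AmpLite Red step.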
TRPV1 agonist: human TRPV1 agonism; TRPV1-expressing cells, Fluo-8 calcium influx, agonist mode; activation, % at 8.33 µM; actives 0.19% (n = 320,000); AID 540275; in the data active = activation above about 80%; inconclusive = between about 30% and that limit; also: 0% is about no effect
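Fluo-8 calcium influx in TRPV1-expressing cells, kinetic read (ex 480/em 520 nm). Compound added and read 3 min for agonist activity, followed by capsaicin at EC20 final and 2 min further read for enhancement.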
USP2a inh: USP2a (human) protease inhibition | O75604 | USP2 core, Ub-CHOP2 coupled fluorogenic reporter, 485/531 | Potency, µM (top dose mostly 38.3 µM), for the others: top-dose activity change, negative = inhibition, hits mostly inhibitors | actives 0.01% (n = 330,000);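 also: potency is read from the fitted curve at half-maximal effect; plate controls were DMSO wells for no effect and full inhibition by NEM control for full effect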
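Deubiquitinase activity read as fluorescence (485/531 nm) after Ub-CHOP2 cleavage activates the enterokinase reporter on its substrate; USP2 core 10nM, Ub-CHOP2 and substrate 25nM each, 30min compound preincubation then 60min RT; data normalized to NEM, curves fitted.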
MLL CXXC-DNA inh: inhibitors of human MLL CXXC domain-DNA interaction. Q03164. MLL-CXXC / FITC-HOXA9 DNA fluorescence polarization. Potency, µM (top dose mostly 115 µM), without a hit: top-dose activity change, negative = inhibition, actives largely listed as inhibitors. actives 0.037% (n = 290,000). AID 2662; active = well fitted inhibition curve with a large enough effect in the polarisation, with a control signal flat, not every such curve was filed as active; inconclusive = small, poorly fitted or top-dose-only effect, or effect the other way, or a change in a side signal; inactive = no such curve, though single readings can be large or run the other way; the % refers to the polarisation; also: potency is read from the fitted curve at half-maximal effect
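Purified MLL-CXXC (added from a 7 uM solution) was preincubated 5 min at ambient with pinned compounds in 50 mM Tris-HCl pH 7.5, 50 mM NaCl, 1 mM DTT, 0.05% BSA. Fluorescein-labeled HOX-A9 DNA (50 nM solution) followed, 30 min, then polarization read.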
GALK inhibitor: galactokinase (human) inhibition. P51570. Purified GALK, Kinase-Glo residual ATP luminescence. Potency, µM (doses to about 57.5 µM), for inactives: at the highest dose activity change, negative = inhibition, most hits filed as inhibitors. actives 0.007% (n = 270,000). AID 1868; also: potency is read from the fitted curve at half-maximal effect; % is scaled to controls: 0 for no effect and ±100 for the full control effect
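ATP-depletion format; final 35 uM ATP, 100 uM D-galactose, 5 nM enzyme; pH 8.0 HEPES/Mg2+ buffer; 60 min RT; luminescence read 10 min after detection reagent.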
* = called active by the depositor; ? = inconclusive; · = no result given; [ ] = remark or other dose. Unless noted, calls follow the shape of the dose curve; as a rule, active = well fitted curve in the direction sought with a large enough effect; inconclusive = small, poorly fitted or top-dose-only effect, or another doubt; inactive = no such curve, though single readings can be large; an effect the other way counts as inactive or inconclusive. Some of the compounds tested; rates above refer to the full screens.

item	Structure	PKM2 activator	Menin-MLL TR inh	B2AR arrestin	KCNH2 3.1 inh	Giardia kill	hERG WT inh	Coupling enz	TRPV1 agonist	USP2a inh	MLL CXXC-DNA inh	GALK inhibitor
1	CNc1nc(NCCOC23CC4CC(CC(C4)C2)C3)nc(OCC(F)(F)F)n1	0%	-9%	0.4%	-21	-19	-9	3	?	1%	-3%	-2%
2	Cc1ccc(NC(=O)CC(=O)c2ccc([N+](=O)[O-])cc2)cc1S(=O)(=O)Nc1cccc(Cl)c1	8%	?	-0.1%	6	-16	-3	-3	-5	-15%	-5%	-1%
3	Cc1ccc(C)c(NC(=S)N(C)CCO)c1	-3%	13%	-0.1%	-1	34[activator]	-5	2	-5	0%	9%	-1%
4	COCCNc1cc(N)c([N+](=O)[O-])cc1[N+](=O)[O-]	-3%	0%	-0.1%	8	-24	2	4	-5	3%	0%	0%
5	COc1ccccc1N1CCN(C(=O)CN(C)S(=O)(=O)c2ccc3c(c2)c(=O)n(C)c(=O)n3C)CC1	-1%	-5%	0.2%	1	-17	-1	0	1	2%	-8%	-2%
6	C1CCC(Nc2nc3nonc3nc2N2CCSCC2)C1	9%	-3%	-0.2%	35	3	0	5	-3	1%	0%	-3%
7	CCn1c2ccccc2c2cc(NC(=O)c3cccc([N+](=O)[O-])c3C)ccc21	4%	5%	4.4%	3	3	-8	1	30	2%	9%	0%
8	CCC(CC)C(=O)Nc1ccccc1-n1cccc1	2%	-1%	0.2%	-2	-14	-11	-1	1	0%	1%	-2%

The last two compounds of the section before open the next one.
item	Structure	PKM2 activator	Menin-MLL TR inh	B2AR arrestin	KCNH2 3.1 inh	Giardia kill	hERG WT inh	Coupling enz	TRPV1 agonist	USP2a inh	MLL CXXC-DNA inh	GALK inhibitor
7	CCn1c2ccccc2c2cc(NC(=O)c3cccc([N+](=O)[O-])c3C)ccc21	4%	5%	4.4%	3	3	-8	1	30	2%	9%	0%
8	CCC(CC)C(=O)Nc1ccccc1-n1cccc1	2%	-1%	0.2%	-2	-14	-11	-1	1	0%	1%	-2%
9	NC(=O)CC[C@@H]1NC(=O)[C@@H]2CCCN2C(=O)c2cc([N+](=O)[O-])cc(I)c2NCCC[C@@H](C(N)=O)NC1=O	3%	6%	-1.0%	22	-29	-15	0	-4	4%	-1%	·
10	CC(OC(=O)COc1cccc2c1OC(C)(C)C2)C(=O)Nc1ccc(S(N)(=O)=O)cc1 (stereo not given)	·	·	-0.1%	-14	2	-2	·	4	3%	·	·
11	O=C(Cn1cc2c(n1)CCCCC2)NCc1ccccn1	0%	-14%	0.1%	-7	22	-5	0	-2	1%	-12%	1%
12	COc1ccc(-c2nc(-c3cccs3)no2)cc1	-36%	·	-1.0%	-4	-11	-6	-5	?	0%	-11%	2%
13	O=C1N[C@H](Cc2ccccc2)COC(=O)[C@@H](Cc2ccc(F)cc2)CC/C=C/C[C@H]1CC(=O)N(CCO)Cc1ccccc1	·	·	-0.2%	-8	1	6	·	·	-7%	·	·
14	COc1cc2[nH]c(=O)c(C(=O)NCCCN3CCOCC3)c(O)c2cc1OC	4%	-14%	-1.2%	-23	-1	-6	-7	-1	5%	0%	4%
15	CCOc1ccc(S(=O)(=O)NCCOC)cc1C	1%	·	0.4%	-8	-2	3	-1	1	-1%	11%	2%
16	CCCCn1c(O)c(/C=C/C=C/C=Nc2ccccc2)sc1=S	0%	67%[activator]	-0.1%	-40	12	-3	-14	4	3%	15%	17%

Pulled by structure from above (2):
item	Structure	PKM2 activator	Menin-MLL TR inh	B2AR arrestin	KCNH2 3.1 inh	Giardia kill	hERG WT inh	Coupling enz	TRPV1 agonist	USP2a inh	MLL CXXC-DNA inh	GALK inhibitor
7	CCn1c2ccccc2c2cc(NC(=O)c3cccc([N+](=O)[O-])c3C)ccc21	4%	5%	4.4%	3	3	-8	1	30	2%	9%	0%
13	O=C1N[C@H](Cc2ccccc2)COC(=O)[C@@H](Cc2ccc(F)cc2)CC/C=C/C[C@H]1CC(=O)N(CCO)Cc1ccccc1	·	·	-0.2%	-8	1	6	·	·	-7%	·	·

Next section:
item	Structure	PKM2 activator	Menin-MLL TR inh	B2AR arrestin	KCNH2 3.1 inh	Giardia kill	hERG WT inh	Coupling enz	TRPV1 agonist	USP2a inh	MLL CXXC-DNA inh	GALK inhibitor
17	Cc1cccc(NC(=O)CSc2nc3ccccc3c(=O)n2C)c1	1%[11.5 µM]	-3%	-0.1%	17	-5	3	-1	-7	-3%	1%	7%
18	CCCCCn1c(=O)[nH]c2cc(C(=O)NCCN(CC)CC)ccc2c1=O	0%	?	-0.9%	8	8	-4	6	0	-1%	5%	-1%
19	CC(=O)Nc1ccc(S(=O)(=O)NC2(C(F)(F)F)NC(=O)N(c3ccccc3F)C2=O)cc1 (stereo not given)	-2%	9%	-0.1%	2	9	-3	2	-2	11%	-4%	-3%
20	CC1(c2cccc(Br)c2)NC(=O)N(CC(=O)NC2CCCCC2)C1=O (stereo not given)	·	·	0.2%	14	-11	-11	·	1	2%	·	·

Sorted by SMILES length (lowest first): some entries from above.
item	Structure	PKM2 activator	Menin-MLL TR inh	B2AR arrestin	KCNH2 3.1 inh	Giardia kill	hERG WT inh	Coupling enz	TRPV1 agonist	USP2a inh	MLL CXXC-DNA inh	GALK inhibitor
15	CCOc1ccc(S(=O)(=O)NCCOC)cc1C	1%	·	0.4%	-8	-2	3	-1	1	-1%	11%	2%
16	CCCCn1c(O)c(/C=C/C=C/C=Nc2ccccc2)sc1=S	0%	67%[activator]	-0.1%	-40	12	-3	-14	4	3%	15%	17%
20	CC1(c2cccc(Br)c2)NC(=O)N(CC(=O)NC2CCCCC2)C1=O (stereo not given)	·	·	0.2%	14	-11	-11	·	1	2%	·	·
14	COc1cc2[nH]c(=O)c(C(=O)NCCCN3CCOCC3)c(O)c2cc1OC	4%	-14%	-1.2%	-23	-1	-6	-7	-1	5%	0%	4%
